Giardia kill = kills Giardia lamblia. Giardia lamblia trophozoite viability. activity change, % at 7.66 µM, hits read low. 340,000 compounds, 0.15% hits. AID 540267; in the data active means activity change below about -80%; inconclusive means between about -30% and that limit;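 further: parasites exposed to compound for two days anaerobically before the ATP read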
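Killing of trophozoites was scored by loss of ATP luminescence after a 48 hrs anaerobic exposure to compounds at 37 deg C, using 100 cells per well.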
GALK inh = inhibitors of human galactokinase; P51570; Purified GALK, Kinase-Glo residual ATP luminescence; Potency, µM (highest dose often 57.5 µM), without a hit: at the highest dose activity change, negative = inhibition, usual class: inhibitors; 270,000 compounds, 0.007% hits; AID 1868; further: potency means the concentration at half of the fitted maximal effect
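Galactose (100 uM) and ATP (35 uM) were turned over by 5 nM GALK for 1 h at RT. Kinase-Glo Plus then converted the remaining ATP into a luminescent signal.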
PKM2 act = PKM2 (human) enzyme activation. P14618. purified PKM2, Kinase-Glo ATP luminescence, activation; response scale: 0% is enzyme alone, no compound. Potency, µM (series often up to 57.5 µM), for the others: at the highest dose activation, actives largely listed as activators. 260,000 compounds, 0.34% hits. AID 1631; further: potency means the concentration at half of the fitted maximal effect; nearly all actives have a fitted effect of over 55% in size
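Purified hPK-M2 (>95% pure) converted ADP (0.1 mM final) to ATP with 0.5 mM PEP in 50 mM imidazole pH7.2, KCl, MgCl2, Tween 20, BSA; 1 h at room temperature. ATP detected by Kinase-Glo luminescence.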
B2AR arrestin = beta2AR (human) beta-arrestin recruitment activity | P07550 | Potency, µM (titrated, usually from 46.1 µM), without a hit: top-dose activation, actives largely listed as activators | beta-arrestin recruitment to beta2AR, cell-based reporter | 330,000 compounds, 0.02% hits;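 further: potency means the concentration at half of the fitted maximal effect; 0% = DMSO controls and full agonism = EC100 isoproterenol or metaproterenol; nearly all actives have a fitted effect of over 65% in size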
Target sequence (P07550 whole entry, looked up): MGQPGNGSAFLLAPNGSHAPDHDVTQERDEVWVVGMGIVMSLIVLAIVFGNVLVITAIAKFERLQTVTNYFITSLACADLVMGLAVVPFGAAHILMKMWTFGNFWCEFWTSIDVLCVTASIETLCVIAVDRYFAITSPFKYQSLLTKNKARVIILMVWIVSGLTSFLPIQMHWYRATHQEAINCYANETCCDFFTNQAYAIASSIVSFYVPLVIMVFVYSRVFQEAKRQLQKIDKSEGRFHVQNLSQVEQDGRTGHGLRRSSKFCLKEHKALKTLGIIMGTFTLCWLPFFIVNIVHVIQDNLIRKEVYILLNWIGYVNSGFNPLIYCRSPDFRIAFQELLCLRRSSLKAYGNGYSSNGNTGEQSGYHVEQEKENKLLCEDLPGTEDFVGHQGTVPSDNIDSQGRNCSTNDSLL
USP2a block = inhibitors of human ubiquitin-specific protease USP2a. O75604. USP2 core, Ub-CHOP2 coupled fluorogenic reporter, 485/531. Potency, µM (series often up to 38.3 µM), for the others: top-dose activity change, negative = inhibition, actives largely listed as inhibitors. 330,000 compounds, 0.01% hits. AID 463254;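 further: potency means the concentration at half of the fitted maximal effect; plate controls were DMSO wells for no effect and full inhibition by NEM control for full effect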
Target sequence (O75604 whole entry, looked up): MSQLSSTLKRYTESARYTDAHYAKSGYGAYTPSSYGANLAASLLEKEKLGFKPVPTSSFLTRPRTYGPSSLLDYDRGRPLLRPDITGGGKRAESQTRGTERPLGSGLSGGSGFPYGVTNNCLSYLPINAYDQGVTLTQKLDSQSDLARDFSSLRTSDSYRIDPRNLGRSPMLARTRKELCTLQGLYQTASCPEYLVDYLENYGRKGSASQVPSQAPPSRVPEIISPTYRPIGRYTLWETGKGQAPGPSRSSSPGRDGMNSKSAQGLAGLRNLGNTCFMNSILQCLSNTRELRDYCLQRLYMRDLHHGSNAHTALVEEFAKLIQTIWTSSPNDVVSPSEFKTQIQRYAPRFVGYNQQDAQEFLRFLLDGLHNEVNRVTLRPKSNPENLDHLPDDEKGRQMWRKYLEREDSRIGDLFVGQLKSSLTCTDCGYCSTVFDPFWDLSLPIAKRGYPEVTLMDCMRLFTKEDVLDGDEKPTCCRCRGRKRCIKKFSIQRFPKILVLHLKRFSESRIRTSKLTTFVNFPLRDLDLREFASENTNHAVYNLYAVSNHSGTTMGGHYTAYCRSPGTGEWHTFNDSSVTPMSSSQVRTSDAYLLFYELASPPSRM
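Cell-free coupled assay: 10nM USP2 core preincubated 30min RT with compound in Tris-HCl pH 8.0/CaCl2/CHAPS buffer, then 25nM Ub-CHOP2 and 25nM reporter substrate; fluorescence (Ex 485/Em 531) read after 60min RT, normalized to NEM inhibition, concentration-response curves fitted.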
KCNH2 WT inh = KCNH2 (human, wildtype) channel inhibition. 340,000 compounds, 0.37% hits. U2OS, BacMam KCNH2, thallium flux FluxOr; stronger effect = lower value. activity change, % at 1.84 µM. Q12809;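 active means maximum activity change below -70%; inconclusive means maximum activity change between -70% and -50%; inactive means maximum activity change above -50%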
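U2OS cells transduced with wild-type KCNH2 virus are loaded with FluxOr dye for 45 min, and thallium flux is measured in kinetic reads before and after stimulation buffer. Rate constants are normalized to DMSO controls.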
Eya2 phos inh = inhibitors of human Eya2 phosphatase activity | O00167 | recombinant Eya2, OMFP fluorescence dephosphorylation (OMFP is methylfluorescein phosphate) | Potency, µM (top dose mostly 76.9 µM), for inactives: top-dose activity, negative = inhibition, actives largely listed as inhibitors | 330,000 compounds, 0.006% hits; further: potency means the concentration at half of the fitted maximal effect
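Eya2 (0.2 uM) preincubated 10 min at ambient with compound, then OMFP substrate added at 50 uM; 10 min reaction in 50 mM HEPES pH 7.5, 50 mM NaCl, 5 uM MgCl2, 0.05% BSA, 1 mM DTT. Fluorescence read at Ex 485/Em 525 nm.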
Coupling enz = coupling enzyme interference in Giardia aldolase counter-screen; 290,000 compounds, 0.67% hits; activity change, negative = inhibition, % at 58.2 µM, hits read low; AID 2472; coupling enzyme system counterscreen, AmpLite Red fluorescence; in the data active means activity change below about -30%
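Final compound at 57.5 uM, incubated 10 min at RT with coupling enzyme reagent (glyceraldehyde-3-phosphate), then 20 min with substrate and AmpLite Red detection. Fluorescence read at 525/598 nm; tests interference with the coupling assay, not aldolase inhibition.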
uPA surface inh = blocks generation of uPA at the cell surface. 330,000 compounds, 0.31% hits. cell surface uPA generation assay, qHTS. AID 540303. Potency, µM (titrated, usually from 38.3 µM), inactives show at the top dose activity change, negative = inhibition, usual class: inhibitors; active means well fitted inhibition curve with a large enough effect; inconclusive means small, poorly fitted or top-dose-only effect; inactive means no such curve, though single readings can be large or run the other way; tested in mouse RAW 264.7 cells; further: potency means the concentration at half of the fitted maximal effect; nearly all actives have a fitted effect of over 55% in size
KCNH2 3.1 block = inhibitors of human KCNH2 3.1 potassium channel isoform | activity change, % (tested at about 1.8 µM) | 340,000 compounds, 0.95% hits | U2OS KCNH2 3.1, thallium flux FluxOr; stronger effect = lower value | AID 720553;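 active means maximum activity change below -70%; inconclusive means maximum activity change from -70% to -50%; inactive means maximum activity change above -50%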;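 further: thallium influx rate constant from kinetic fluorescence after stimulation buffer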
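Steps: virus added to U2OS suspension (4 h, RT, dark); medium with 10% FBS added, cells plated, 37 C overnight; FluxOr/Red40 loading buffer 45 min RT; stimulation buffer, 2 min kinetic read; rate constant normalized.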
Chronic BCR inh = blocks chronic active B-cell receptor signaling | 340,000 compounds, 0.05% hits | AID 493014 | ABC-DLBCL IkBa-CBG/CBR reporter, luminescence ratio, 4 h | Potency, µM (highest dose often 46.1 µM), for the others: at the highest dose ratio change, negative = lower green/red ratio, usual class: inhibitors; active means well fitted inhibition curve with a large enough effect in the signal ratio, with a control signal flat, not every such curve was filed as active; inconclusive means small, poorly fitted or top-dose-only effect, or effect the other way, or a change in a side signal; the % refers to the signal ratio;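 further: potency means the concentration at half of the fitted maximal effect; plate controls were basal doxycycline-induced cells for no effect and cells given 10 µM MG132 for full effect; MG132 reads +100%, hits lower the ratio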
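Doxycycline induced both beetle luciferases in TMD8 lymphoma cells; IKK-driven degradation limits the IkappaBalpha-fused green signal, while red luminescence normalises for cell number and nonspecific effects. Compounds tested up to 46 uM, 4 hrs.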
Active calls of the source: *; ? = inconclusive; . = no result given; [ ] = dose if it differs, or a comment. Unless noted, the call rests on the fitted dose curve; in most records, active means well fitted curve in the direction sought with a large enough effect; inconclusive means small, poorly fitted or top-dose-only effect, or another doubt; inactive means no such curve, though single readings can be large; an effect the other way counts as inactive or inconclusive. Unless noted, on the % scale 0 is the no-effect control and ±100 the full control effect.

item | SMILES | KCNH2 3.1 block | uPA surface inh | Chronic BCR inh | PKM2 act | Giardia kill | Eya2 phos inh
1 | O=C(NNc1cc(N2CCOCC2)nc(N2CCOCC2)n1)c1ccc(Cl)c(Cl)c1 | -8 | 2% | -5% | 1% | -16 | 4%
2 | CC(=O)Nc1ccccc1C(=O)C(=O)Nc1cccc(C(=O)NC2CC2)c1 | 8 | 1% | -12% | 2% | -12 | 3%
3 | CC(OC(=O)CCC(=O)c1ccccc1)C(=O)Nc1ccc(F)cc1 (configuration not stated) | 7 | 3% | 2% | . | -7 | 7%
4 | Cc1cccc(C(C)C)c1NC(=O)CN(C)Cc1cccc(F)c1 | -8 | ? | 2% | 1% | -1 | -2%
5 | Cc1cc(NC(=O)CSc2ccc3nnc(-c4cccnc4)n3n2)no1 | 6 | 7% | 11% | 26% | 24 | 7%
6 | CCCCSc1nc(O)c(Cc2ccccc2)c(=O)[nH]1 | 3 | -2% | 2% | -6% | 1 | 3%
7 | O=C(COC(=O)c1ccc(CNS(=O)(=O)c2ccc(F)c(Cl)c2)cc1)NC1CCCCCCC1 | 16 | -3% | ? | 11% | 3 | 3%
8 | COc1ccc(C=O)cc1COc1ccc2c(c1)OCO2 | 0 | -5% | ? | . | -16 | -18%
9 | COC(=O)c1ccccc1NC(=O)c1cn(-c2ccc(C)c(C)c2)c(=O)c2ccccc12 | -5 | -5% | 0% | 1% | -2 | 5%
10 | COc1cc(NC(=O)c2cccs2)c(OC)cc1NC(=O)c1ccco1 | 6 | -5% | 0% | 4% | -7 | 2%
11 | CCOC(=O)N1CCN(C(=O)c2ccc(C#CC3(O)CCCCC3)cc2)CC1 | -2 | 5% | ? | -6% | 13 | -38%
12 | O=C(Nc1ccccc1)Nc1nnc(-c2cccs2)s1 | -34 | 22% | ? | -6% | -5 | 2%

item | Coupling enz | GALK inh | USP2a block | KCNH2 WT inh | B2AR arrestin
1 | -17 | . | -9% | -2 | -0.9%
2 | 0 | 1% | 1% | -2 | 2.4%
3 | . | . | 0% | -3 | -0.2%
4 | -1 | 1% | 4% | -4 | -1.0%
5 | 2 | 2% | 0% | -26 | -0.9%
6 | 4 | 0% | 1% | 3 | 0.0%
7 | -1 | 0% | 4% | 0 | 0.4%
8 | . | . | 3% | -10 | 0.2%
9 | 1 | 1% | 0% | -3 | -0.5%
10 | 5 | . | 0% | -12 | -0.5%
11 | 3 | 1% | 7% | -3 | 0.3%
12 | 11 | 0% | 4% | -12 | 4.5%

Additional entries follow:
item | SMILES | KCNH2 3.1 block | uPA surface inh | Chronic BCR inh | PKM2 act | Giardia kill | Eya2 phos inh
13 | CCCc1nnc(NC(=O)c2cccs2)s1 | 29 | 6% | ? | 5% | 19 | 3%
14 | COc1ccccc1NC(=O)Nc1ccc(S(=O)(=O)Nc2onc(C)c2C)cc1 | -7 | 5% | 0% | . | -6 | -3%
15 | Cc1cc(C(=O)Nc2cccc3c2O[C@@H](CN(C)S(C)(=O)=O)[C@H](C)CN([C@@H](C)CO)C3=O)n(C)n1 | -6 | 3% | 4% | . | 15 | 29%
16 | Nc1ccc(C(=O)O)cc1S(=O)(=O)O | -7 | 0% | -13% | -1% | -17 | 9%
17 | Cc1cc(C)c2c(n1)sc1c(=O)n(CC(=O)c3ccccc3)cnc12 | -9 | 1% | ? | -1% | 1 | -2%
18 | O=S(=O)(c1ccc(F)cc1)c1nc(-c2ccccc2)oc1N1CCOCC1 | 2 | 3% | -3% | -5% | -8 | -1%
19 | CC(=O)NC(C(=O)OCC(=O)N(c1ccccc1)c1ccccc1)C(C)C (configuration not stated) | -5 | -2% | ? | -1% | -7 | 2%
20 | CCOc1ccccc1N1CCN(C(=O)c2cccs2)CC1 | 11 | -4% | -5% | 4% | 12 | 2%
21 | CCOC(=O)c1[nH]c(C(=O)O)c(CCC(=O)OC)c1C | 14 | 12% | 10% | 0% | 2 | -2%
22 | CCn1c(SCC(=O)c2ccc(Cl)cc2)nnc1-c1cccs1 | -8 | -5% | ? | -1% | -10 | -3%
23 | COc1ccc(C(C)=O)cc1COC(=O)CNC(=O)c1ccccc1F | 1 | 0% | ? | 3% | -13 | -5%
24 | CCCNC(=O)Nc1cccc(C(=O)OC)c1 | -10 | 11% | -2% | -3% | 5 | 0%

item | Coupling enz | GALK inh | USP2a block | KCNH2 WT inh | B2AR arrestin
13 | 1 | -1% | 1% | -15 | -0.6%
14 | . | . | 1% | 0 | 0.2%
15 | . | . | 0% | -8 | 7.2%
16 | -2 | 0% | 3% | -12 | -0.7%
17 | -2 | 0% | 1% | 1 | -0.1%
18 | -3 | -2% | 1% | 0 | -0.8%
19 | 3 | 0% | -1% | 1 | 0.4%
20 | 1 | 0% | 1% | 5 | 0.3%
21 | 2 | -2% | 0% | 2 | 2.4%
22 | 0 | 1% | 1% | -5 | 0.2%
23 | 2 | 0% | 3% | 1 | -0.9%
24 | -1 | -1% | 3% | -13 | 0.1%

Additional entries.
item | SMILES | KCNH2 3.1 block | uPA surface inh | Chronic BCR inh | PKM2 act | Giardia kill | Eya2 phos inh
25 | CCC1=NN2C(=N)/C(=C/c3ccc(OS(=O)(=O)c4ccccc4)c(OC)c3)C(=O)N=C2S1 | 4 | 0% | 1% | 10% | 2 | 1%
26 | COc1ccc(NC(=O)c2ccc(-c3nn(C)c(=O)c4ccccc34)cc2)cc1 | 4 | 2% | 0% | -6% | -11 | 10%
27 | O=P(OC1CCS(=O)(=O)C1)(c1ccccc1)c1ccccc1 (configuration not stated) | 4 | 4% | 2% | -1% | 4 | 0%
28 | Cc1c(NS(C)(=O)=O)cccc1-c1nc2cccnc2s1 | -1 | 6% | ? | 3% | 7 | -6%
29 | Cc1ccc(C2=Nc3ccccc3N(C(=O)c3ccccc3)C(C)C2)cc1 (configuration not stated) | 7 | 2% | ? | -3% | -2 | -9%
30 | COc1ccc(NC(=O)CN(C)C(=O)c2cccc(-n3cccc3)c2)cc1 | -1 | -5% | -6% | . | 1 | -15%
31 | O=C(Nc1ncc(Br)s1)C(Cc1ccccc1)n1cccc1 (configuration not stated) | 2 | -4% | 16% | 4% | -8 | -18%
32 | Cc1ccc2cccc(Oc3nnnn3-c3ccccc3)c2n1 | 9 | -1% | -16% | 4% | -18 | 17%
33 | C[C@H](CO)N1C[C@H](C)[C@@H](CN(C)Cc2ccc(-c3ccccc3)cc2)Oc2c(NS(=O)(=O)c3ccc(F)cc3)cccc2C1=O | -9 | ? | ? | . | -1 | -3%
34 | CCOc1ccc(NS(=O)(=O)c2ccc(NC(=S)NC(C)=O)cc2)cc1 | -10 | 3% | -7% | -3% | 4 | -8%
35 | N/C(=N\OC(=O)N1CCOCC1)c1ccc(Cl)cc1 | 5 | -13% | ? | -7% | -2 | -2%
36 | C=CCNC(=O)/C(=C/c1ccc(Br)cc1)NC(=O)c1ccccc1OC | -8 | 0% | -18% | 5% | 2 | 3%
37 | O=C(CCC(=O)Nc1ccc(F)cc1)N/N=C/c1ccc(Br)cc1 | -14 | 8% | -6% | . | 46[activator] | 3%
38 | Clc1ccc(OCc2nnc(-c3ccccc3Br)o2)cc1 | -5 | 3% | -2% | 21% | 6 | -11%
39 | CCN(CC)c1ccc(NS(=O)(=O)c2ccc(-c3ccc(=O)[nH]n3)o2)c(C)c1 | 9 | -13% | -2% | . | 4 | 1%

item | Coupling enz | GALK inh | USP2a block | KCNH2 WT inh | B2AR arrestin
25 | 3 | 3% | 2% | 2 | -0.5%
26 | 1 | 3% | 0% | 7 | -1.0%
27 | 2 | 4% | 3% | 1 | 0.2%
28 | 1 | 1% | 3% | 2 | 0.2%
29 | 0 | . | -2% | 0 | 0.2%
30 | . | . | 3% | 1 | -0.3%
31 | -1 | 1% | -11% | 0 | -0.4%
32 | -9 | -3% | 0% | 4 | -0.3%
33 | . | . | 1% | -10 | -0.7%
34 | -12 | -2% | 2% | -8 | -0.6%
35 | 1 | 1% | 1% | 2 | -0.8%
36 | 0 | -1% | 0% | 6 | 0.1%
37 | -3 | -4% | -2% | 7 | -0.1%
38 | 2 | 3% | -7% | -6 | -0.8%
39 | 0 | 8% | 4% | 0 | 0.0%

Only KCNH2 3.1 block, for two of the compounds above:
cpd	structure	KCNH2 3.1 block
28	Cc1c(NS(C)(=O)=O)cccc1-c1nc2cccnc2s1	-1
30	COc1ccc(NC(=O)CN(C)C(=O)c2cccc(-n3cccc3)c2)cc1	-1
